# High-throughput results deposited in PubChem BioAssay by National Center for Advancing Translational Sciences (NCATS).
# TrxR1 substrate: qHTS Assay for Substrates of Mammalian Selenoprotein Thioredoxin Reductase 1 (TrxR1): qHTS; hit rate 0.01% among 390,000; purified TrxR1 substrate turnover, NADPH consumption readout; Thioredoxin reductase 1, cytoplasmic (Rattus norvegicus), O89049; Potency, µM (titrated, usually from 114 µM), without a hit: at the highest dose activity change, negative = substrate turnover; further: potency means the concentration at half of the fitted maximal effect; on the % scale 0 is the no-effect control and ±100 the full control effect; nearly all actives have a fitted effect of over 50% in size
#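 Rat TrxR1, dispensed at 90 nM, was prereduced with 400 uM NADPH (final) for 5 min at ~22 deg C, then incubated with compound 15 min before 400 uM selenite. A first-read NADPH fluorescence drop versus no-compound background flagged substrates.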
# GRP78 ERSR act: qHTS for Inducers of the Endoplasmic Reticulum Stress Response (ERSR) in Human Glioma: qHTS; U87-MG GRP78 promoter luciferase reporter, 16 h; Potency, µM, for the others: at the top dose activation, most hits filed as activators; hit rate 0.02% among 420,000; AID 602332, 2012; further: potency means the concentration at half of the fitted maximal effect; series mostly up to about 76 µM; % of control where 0% means no effect; nearly all actives have a fitted effect of over 35% in size
#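 Stably transfected U87-MG human glioma cells carrying a GRP78-based luminescent sensor were seeded at 1000 cells/well, pin-dosed with compounds and incubated 16 h. Luciferase reagent was then added, and end-point luminescence was read after 10 min at room temperature.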
# Vif-APOBEC3F blk: qHTS for Inhibitors of Vif-A3F Interactions: qHTS. Potency, µM (series often up to 46.1 µM), for the others: at the highest dose activity, negative = active. HeLa A3F-eYFP + Vif (tagged APOBEC3F with the HIV-1 protein that degrades it), YFP fluorescence increase. hit rate 0.2% among 390,000; further: potency means the concentration at half of the fitted maximal effect; % of control where 0% means no effect; nearly all actives have a fitted effect of over 65% in size
#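 HeLa cells stably expressing Vif plus C-terminally eYFP-tagged A3F were seeded, incubated overnight at 37 deg C, dosed with compound, incubated overnight again at 37 deg C. Yellow fluorescence (Ex 488/Em 500-530) reported blocked Vif-mediated A3F-eYFP degradation.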
# PI4K2A inh: qHTS for small molecular inhibitors of PI4K2A; Phosphatidylinositol 4-kinase type 2-alpha (Homo sapiens), Q9BTU6; purified PI4K2A, ADP-Glo luminescence, 1 h; active compounds read low; activity change, negative = inhibition, % at 76.9 µM; hit rate 0.13% among 420,000; in the data active means activity change below about -50%; inconclusive means mostly about -30% to -49%;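 further: -100% = wells without enzyme as full effect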
#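 ADP-Glo luminescence measured ADP generated by PI4K2A enzyme (4 ug/mL before mixing) with 1.2 mM PI substrate (pre-mix) and 300 microM ATP (pre-mix). Tris pH7.5 buffer with MgCl2, Triton X-100; 1 h reaction at ambient temperature.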
# LDHA block: qHTS assay for inhibitors of human lactate dehydrogenase; hit rate 0.15% among 480,000; activity change, % (values are at about 110 or 230 µM); purified LDHA, NADH/diaphorase-resazurin fluorescence; active compounds read low; AID 1347041, 2019; in the data active means activity change below about -30%; inconclusive means mostly about -25% to -30%;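 further: plate controls were DMSO wells for no effect and wells without enzyme for full effect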
#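 Human LDH5 at 2 nM final in Tris HCl pH 7.4 with 0.06 mM NADH and 0.2 mM pyruvate, reacted 5 minutes at room temperature. Remaining NADH coupled via diaphorase/resazurin; resorufin fluorescence read at 0 and 20 minutes, normalized to enzyme-free and DMSO wells.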
# IDH1 R132H inh: qHTS for Inhibitors of mutant isocitrate dehydrogenase 1 (IDH1): qHTS; IDH1-R132H enzyme, NADPH consumption, diaphorase/resazurin fluorescence; AID 602179, 2012; Isocitrate dehydrogenase [NADP] cytoplasmic (Homo sapiens), O75874; hit rate 0.093% among 390,000; Potency, µM (titrated, usually from 76.6 µM), for the others: top-dose activity change, negative = inhibition, usual class: inhibitors; further: potency means the concentration at half of the fitted maximal effect; on the % scale 0 is the no-effect control and ±100 the full control effect; nearly all actives have a fitted effect of over 65% in size
#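 IDH1-R132H (0.5 ug/mL dispensed) in pH 7.5 Tris buffer was preincubated 30 min with compound, then given a substrate mix of 0.016 mM NADPH and 2 mM alpha-KG for 80 min at room temperature; remaining NADPH was read by diaphorase/resazurin fluorescence.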
# RXFP1 agonist: qHTS Assay for Agonists of the Relaxin Receptor RXFP1; Relaxin receptor 1 (Homo sapiens), Q9HBX9; HEK293T-RXFP1 cAMP TR-FRET, 30 min; response scale: percent of porcine relaxin response, buffer zero; Potency, µM (highest dose often 57.5 µM), inactives show at the highest dose activation, hits mostly activators; hit rate 0.3% among 370,000; AID 2676, 2010; further: potency means the concentration at half of the fitted maximal effect; on the % scale 0 is the no-effect control and ±100 the full control effect; nearly all actives have a fitted effect of over 60% in size; many of its hits are not listed in these tables
#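 cAMP rise read by TR-FRET after 30 min, 37C compound exposure (up to 58 uM) in RXFP1-transfected HEK293 cells with Ro 20174 present. EC50 from Hill-equation fits, with 29 nM porcine relaxin as 100% and buffer as basal.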
# USP1 inh: Inhibitors of USP1/UAF1: Primary Screen; Ubiquitin carboxyl-terminal hydrolase 1 (Homo sapiens), O94782; Potency, µM (top dose mostly 57.1 µM), without a hit: top-dose activity change, negative = inhibition, usual class: inhibitors; hit rate 0.23% among 390,000; recombinant USP1/UAF1, Ub-Rhodamine cleavage fluorescence; further: potency means the concentration at half of the fitted maximal effect; on the % scale 0 is the no-effect control and ±100 the full control effect; nearly all actives have a fitted effect of over 60% in size; inactives centre near -12
# Target sequence (O94782 whole entry, looked up): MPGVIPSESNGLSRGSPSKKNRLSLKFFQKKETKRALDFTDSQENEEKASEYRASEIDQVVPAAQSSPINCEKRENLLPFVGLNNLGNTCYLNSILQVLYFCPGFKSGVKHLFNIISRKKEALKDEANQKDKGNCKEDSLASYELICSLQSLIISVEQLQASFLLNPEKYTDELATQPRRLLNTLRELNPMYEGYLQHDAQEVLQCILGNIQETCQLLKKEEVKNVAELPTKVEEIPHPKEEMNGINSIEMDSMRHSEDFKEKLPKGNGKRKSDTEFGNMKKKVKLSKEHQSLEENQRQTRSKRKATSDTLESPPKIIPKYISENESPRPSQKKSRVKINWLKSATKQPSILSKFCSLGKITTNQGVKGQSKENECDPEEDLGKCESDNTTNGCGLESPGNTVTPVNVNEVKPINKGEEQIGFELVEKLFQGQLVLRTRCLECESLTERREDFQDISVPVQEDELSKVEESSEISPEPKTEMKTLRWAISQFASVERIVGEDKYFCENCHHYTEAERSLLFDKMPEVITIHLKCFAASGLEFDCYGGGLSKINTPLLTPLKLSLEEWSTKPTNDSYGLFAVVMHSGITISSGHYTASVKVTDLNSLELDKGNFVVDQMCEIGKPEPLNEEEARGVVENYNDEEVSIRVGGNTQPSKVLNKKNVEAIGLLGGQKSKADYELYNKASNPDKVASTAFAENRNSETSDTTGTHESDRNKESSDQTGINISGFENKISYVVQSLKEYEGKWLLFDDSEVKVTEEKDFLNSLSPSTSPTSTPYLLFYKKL
#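 USP1/UAF1 complex at 1 nM was preincubated with compound for 15 min at room temperature, then Ub-Rho substrate (150nM final) was added. Fluorescence (480/540 nm) was read kinetically, 6 reads every 60 seconds.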
# Vif-A3G inh: qHTS for Inhibitors of Vif-A3G Interactions: qHTS; Potency, µM (highest dose often 46.1 µM), for the others: top-dose activity, negative = active, most hits filed as inhibitors; hit rate 0.076% among 410,000; AID 602310, 2012; HeLa A3G-eYFP + Vif (tagged APOBEC3G with the HIV-1 protein that degrades it), YFP fluorescence, overnight;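 further: potency means the concentration at half of the fitted maximal effect; on the % scale 0 is the no-effect control and ±100 the full control effect; nearly all actives have a fitted effect of over 60% in size; hits raise eYFP signal because A3G escapes Vif-driven loss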
#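 HeLa cells stably expressing Vif and C-terminally eYFP-tagged A3G, seeded overnight at 37 deg C, then exposed to compound by pintool overnight at 37 deg C. Rise in yellow fluorescence (Ex 488/Em 500-530, Acumen) marks blocked Vif-driven A3G degradation.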
# * hit, by the source's call; ? = inconclusive; / = no result given; & = joins results of further samples; [ ] = dose if it differs, or a comment. Unless noted, the call rests on the fitted dose curve; in most records, active means well fitted curve in the direction sought with a large enough effect; inconclusive means small, poorly fitted or top-dose-only effect, or another doubt; inactive means no such curve, though single readings can be large; an effect the other way counts as inactive or inconclusive. This is a subset; the hit share may differ from the screen's.
1: O=C(CSc1nc2ccc([N+](=O)[O-])cc2[nH]1)NC1CCCCCC1
2: COc1ccc(S(=O)(=O)N2CCc3ccccc32)cc1C(=O)Nc1cc(S(C)(=O)=O)ccc1Cl
3: CCN1CCN(C(CNS(=O)(=O)c2ccccc2)c2ccccc2)CC1 (centres undefined)
4: Cc1nnc2ccc(-c3ccc(NS(=O)(=O)c4ccccc4F)cc3)nn12
5: O=C(Nc1ccc2c(c1)OCO2)C1CC(c2ccc(F)cc2)=NO1 (centres undefined)
6: COc1ccc(S(=O)(=O)NCC2CCCN(CC(C)(C)C)C2)cc1 (centres undefined)

entry no.	1	2	3	4	5	6
TrxR1 substrate	-3%[57.1 µM]	11%	0%[57.1 µM]	-12%	-8%	-12%
GRP78 ERSR act	-4%	-2%	-4%	-1%	-6%	3%
Vif-APOBEC3F blk	-12%	-14%	7%	-23%	5%	-8%
PI4K2A inh	2	3	9	-9	2	5
LDHA block	-4	1	-1	-5	-1	-9
IDH1 R132H inh	-8%	2%	1%	-10%	11%	7%
RXFP1 agonist	0.7%	/	3.6%	5.7%	0.5%	-0.6%
USP1 inh	-7%	-19%	-13%	-1%	-15%	-6%
Vif-A3G inh	-3%	3%	-1%	-2%	-1%	0%

7: COC(=O)c1ccc(Cl)cc1NC(=O)NC(C)c1c(-n2cccc2)sc(C)c1C (centres undefined)
8: Oc1ccc(Br)cc1-c1cc(-c2ccccc2F)[nH]n1
9: COc1ccc(NC(=O)C(c2ccccc2)N2Cc3ccccc3C2=O)cc1 (centres undefined)
10: Cc1cc(S(=O)(=O)N2CCCOC2CNC(=O)C(=O)NCCc2ccco2)ccc1F (centres undefined)
11: Cc1sc2ncn(C(C)C(=O)OC3CCCCC3)c(=O)c2c1C (centres undefined)
12: CCN(CC)S(=O)(=O)c1ccc(N2CCCC2)c(NC(=O)Cc2c(F)cccc2Cl)c1

entry no.	7	8	9	10	11	12
TrxR1 substrate	2%	-4%	0%[57.1 µM]	-1%	-2%	0%
GRP78 ERSR act	/	1%	-3%	-4%	4%	-6%
Vif-APOBEC3F blk	/	4%	1%	-4%	-10%	-3%
PI4K2A inh	4	-6	-1	0	-2	-2
LDHA block	-4	-10	-1	-5	-1	-3
IDH1 R132H inh	/	-1%	-16%	2%	1%	-3%
RXFP1 agonist	1.7%	1.9%	0.4%	-1.0%	-0.5%	-4.9%
USP1 inh	-28%	-17%	?	-20%	-4%	-24%
Vif-A3G inh	/	-4%	-4%	0%	1%	-1%

# Complete entries as entered above. Screens in order: TrxR1 substrate	GRP78 ERSR act	Vif-APOBEC3F blk	PI4K2A inh	LDHA block	IDH1 R132H inh	RXFP1 agonist	USP1 inh	Vif-A3G inh
# COC(=O)c1ccc(Cl)cc1NC(=O)NC(C)c1c(-n2cccc2)sc(C)c1C (centres undefined) is listed as 2%	/	/	4	-4	/	1.7%	-28%	/
# Cc1cc(S(=O)(=O)N2CCCOC2CNC(=O)C(=O)NCCc2ccco2)ccc1F (centres undefined) is listed as -1%	-4%	-4%	0	-5	2%	-1.0%	-20%	0%
# Cc1sc2ncn(C(C)C(=O)OC3CCCCC3)c(=O)c2c1C (centres undefined) is listed as -2%	4%	-10%	-2	-1	1%	-0.5%	-4%	1%
# COc1ccc(NC(=O)C(c2ccccc2)N2Cc3ccccc3C2=O)cc1 (centres undefined) is listed as 0%[57.1 µM]	-3%	1%	-1	-1	-16%	0.4%	?	-4%

# The list goes on.
13: COc1cccc(CNC(=O)CCS(=O)(=O)c2cccc3nsnc23)c1
14: C/C(=N/NC(=O)c1ccco1)c1cccc(NC(=O)c2ccc(C)s2)c1
15: CCN(CC)c1ccc(NC(=O)c2cccc(C)c2)cc1S(=O)(=O)Nc1ccccc1OC
16: O=c1[nH]c2ccccc2n2c(-c3ccccc3)nnc12
17: CCCNC(=O)C1CCC(Cn2c(=O)c3sccc3n(Cc3cccc(OC)c3)c2=O)CC1 (centres undefined)
18: COc1cc(C2NC(=S)NC(c3ccccc3)=C2C(C)=O)cc(Cl)c1OCC(=O)O (centres undefined)

entry no.	13	14	15	16	17	18
TrxR1 substrate	-7%	-10%	-3%	1%	-5%[57.1 µM]	4%
GRP78 ERSR act	-8%	2%	-2%	3%&1%	-1%	-3%
Vif-APOBEC3F blk	-10%	5%	0%	-27%	5%	-9%
PI4K2A inh	5	2	1	-28	-1	0
LDHA block	0	-9	-12	19&30	-2	-9
IDH1 R132H inh	4%	12%	5%	17%	18%	-7%
RXFP1 agonist	-0.8%	0.3%	4.4%	2.1%	28%	-4.1%
USP1 inh	-18%	-11%	-16%	-21%	-11%	-14%
Vif-A3G inh	0%	0%	2%	-10%&-20%	2%	0%

19: Cc1cccc(NS(=O)(=O)c2ccc(C)c(C(=O)NCC(c3ccccc3)N(C)C)c2)c1 (centres undefined)
20: COc1ccc(C(=O)Nc2cc3c4c(c2)C(C)C(=O)N4CCC3)cc1 (centres undefined)
21: C#CCOCCOCCOCCNc1nc(N2CCN(C(=O)Cn3cc(CCCN=C(N)N)nn3)CC2)nc(N2CCN(C(=O)[C@H](CCCCN)n3cc(CC(C)O)nn3)CC2)n1 (some centres undefined)
22: Cc1ccc(NC(=O)CSc2nccn2C2CCCC2)cc1
23: CC[C@]12c3[nH]c4ccc(Cl)cc4c3CCN1C(=O)[C@@H](CC(=O)NCCc1ccccn1)C[C@@H]2C(=O)N1CCN(C(=O)C2CC2)CC1
24: FC(F)(F)c1cnc2c(-c3ccc(Cl)cc3Cl)noc2c1

entry no.	19	20	21	22	23	24
TrxR1 substrate	-1%	-12%	6%	2%[57.1 µM]	-2%	-3%
GRP78 ERSR act	-3%	10%	-4%	5%	-3%	0%
Vif-APOBEC3F blk	0%	2%	4%	-6%	5%	-17%
PI4K2A inh	1	1	-9	1	-1	4
LDHA block	-7&3	4	-9	-9	7	-5
IDH1 R132H inh	-13%	9%	10%	-2%	8%	-1%
RXFP1 agonist	-1.3%	3.0%	-0.8%	-1.2%	/	-0.6%
USP1 inh	-7%	-21%	-26%	-7%	?	-7%
Vif-A3G inh	4%	0%	-7%	-2%	2%	-10%

# (next part)
# Screens in order: TrxR1 substrate, GRP78 ERSR act, Vif-APOBEC3F blk, PI4K2A inh, LDHA block, IDH1 R132H inh, RXFP1 agonist, USP1 inh, Vif-A3G inh
25. COc1cc(NC(=O)Cn2ccn(Cc3ccccc3OC)c(=O)c2=O)cc(OC)c1
    0%, -1%, 0%, -10, -4, 13%, -3.3%, 38%, -4%
26. COc1ccc(OC)c(-c2nc(CN3CCN(C(=O)c4ccco4)CC3)c(C)o2)c1
    23%, -3%, 2%, 1, 1, 3%, 2.8%, -14%, -3%
27. CCN(CC)CCCNC(=S)Nc1ccc(Br)cc1
    2%, -3%, 0%, -8, -5, -7%, 1.5%, -26%, -8%
28. CCOC(=O)c1c(N/C=C(\C#N)c2nc(-c3ccc(OC(C)=O)cc3)cs2)sc2c1CCC2
    3%, -1%, 8%, 7, -3, -4%, /, -6%, 1%
29. CC1(c2ccccc2Cl)NC(=O)N(CC(=O)NC(=O)NCc2ccco2)C1=O (centres undefined)
    10%[57.1 µM], -4%, -6%, -5, -5, 4%, 0.0%, -3%, 1%
30. O=C(NC1CC1)C1=C[C@H](c2ccccc2)C[C@H](OCc2ccc(CO)cc2)O1
    -3%[57.1 µM], -3%, 7%, -7, -9, -18%, 0.6%, 3%, 4%
31. CC1CCC2(CC1)NC(=O)N(CC(=O)Nc1ccc3c(c1)OCCO3)C2=O (centres undefined)
    -4%, 1%, -14%, -2, -4, -9%, -0.3%, -26%, 1%
32. CC(C)(C)OC(=O)N/N=C/c1cn(-c2ccccc2)nc1-c1cccnc1
    4%[57.1 µM], -4%, -1%, -1, 0, -9%, 3.9%, -9%, -12%
33. C=CCN(CC(=O)NC1CCS(=O)(=O)C1)S(=O)(=O)c1ccccc1C(F)(F)F (centres undefined)
    1%, -4%, 2%, 3, 5, -5%, 1.4%, -14%, 4%
34. CCN(CC)S(=O)(=O)c1ccc(OC)c(NC(=O)c2ccc(N3CCCC3=O)cc2)c1
    2%, 2%, 3%, -4, -4, -2%, 3.7%, -20%, -10%
35. COc1ccc(C(=O)N2CCN(C(=O)Cc3ccccc3)CC2)cc1
    -5%[57.1 µM], 2%, 3%, -2, -11, 14%, 0.1%, -4%, -1%
36. Cc1cc(N2CCC(C(=O)Nc3ccc(F)cc3C)CC2)n2nc(C)c(-c3ccc(Cl)cc3)c2n1
    6%, -2%, -6%, -1, -5, -7%, -0.5%, -19%, -1%
